Rv3671c inh: Rv3671c (M. tuberculosis) protease inhibition | P9WHR9 | inhibition, % at 5.96 µM | hit rate 0.048% among 320,000; in the data active = inhibition above about 38%;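 note: extracellular domain of Rv3671c used as enzyme; 0% = enzyme with DMSO and 100% = no enzyme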
MazF activator: activators of E. coli MazEF toxin-antitoxin RNase; P0AE70; hit rate 0.32% among 350,000; FAM/BHQ RNA-DNA oligo cleavage fluorescence, 5 h; activation, % at 20 µM; in the data active = activation above about 50%
Target sequence (P0AE70 whole entry, looked up): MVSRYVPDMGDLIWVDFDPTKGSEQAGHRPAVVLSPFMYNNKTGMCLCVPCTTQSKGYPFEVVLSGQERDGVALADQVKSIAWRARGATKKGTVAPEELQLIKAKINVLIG
GDH-TPI counter: inhibits GDH-TPI coupling enzymes, artifact for Mtb FBA screen. GDH-TPI coupled enzyme counterscreen, NADH absorbance. inhibition, % at 4.8 µM. hit rate 1.2% among 360,000. AID 588335;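 note: 0% = DMSO wells and 100% = wells lacking the enzyme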
UGM FP inh: blocks M. tuberculosis UGM enzyme; hit rate 0.06% among 320,000; inhibition, % at 10 µM; purified UGM, fluorescence polarization probe displacement; in the data active = inhibition above about 10%, passing the limit was not always enough; inconclusive = no clear call, values can overlap the other calls
Target sequence (P9WIQ1 whole entry, looked up): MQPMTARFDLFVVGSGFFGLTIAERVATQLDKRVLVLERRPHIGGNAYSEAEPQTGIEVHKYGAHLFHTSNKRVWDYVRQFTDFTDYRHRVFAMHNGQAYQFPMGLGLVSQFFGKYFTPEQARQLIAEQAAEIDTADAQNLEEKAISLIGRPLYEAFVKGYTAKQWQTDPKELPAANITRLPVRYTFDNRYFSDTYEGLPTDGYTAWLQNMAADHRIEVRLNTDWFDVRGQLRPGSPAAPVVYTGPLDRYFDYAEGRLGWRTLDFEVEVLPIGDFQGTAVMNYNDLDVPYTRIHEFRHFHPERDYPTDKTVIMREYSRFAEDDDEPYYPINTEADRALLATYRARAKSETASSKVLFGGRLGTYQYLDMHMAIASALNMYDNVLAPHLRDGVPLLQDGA
Mtb FBA inh: Mtb fructose-bisphosphate aldolase inhibition. P9WQA3. purified M. tuberculosis FBA, fluorescence read-out. inhibition, % at 1 µM. hit rate 2.3% among 360,000; in the data active = inhibition above about 27%;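 note: 0% = vehicle and 100% = reference inhibitor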
Target sequence (P9WQA3 whole entry, looked up): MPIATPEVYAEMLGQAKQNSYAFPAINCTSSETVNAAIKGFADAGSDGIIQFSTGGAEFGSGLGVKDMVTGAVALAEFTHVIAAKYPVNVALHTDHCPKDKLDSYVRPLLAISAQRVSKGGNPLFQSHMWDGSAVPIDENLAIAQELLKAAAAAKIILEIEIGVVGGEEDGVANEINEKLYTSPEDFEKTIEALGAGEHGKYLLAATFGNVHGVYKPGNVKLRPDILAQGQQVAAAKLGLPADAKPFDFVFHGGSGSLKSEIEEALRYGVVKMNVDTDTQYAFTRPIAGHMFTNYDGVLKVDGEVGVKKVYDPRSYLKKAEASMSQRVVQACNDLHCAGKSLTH
BoNT-F LC inh: BoNT F light chain protease inhibition. inhibition, % at 10 µM. hit rate 0.22% among 360,000. Multiplex microsphere protease cleavage assay, flow cytometry. AID 588497; in the data active = inhibition above about 35%, passing the limit was not always enough; inconclusive = no clear call, values can overlap the other calls; note: plate controls were buffer without enzyme for full effect and enzyme alone for no effect
CCHFV vOTU inh: CCHFV vOTU protease inhibition. AID 651958. Pep-AMC fluorescence. inhibition, % at 11.5 µM. hit rate 0.55% among 370,000; note: 0% = vehicle wells with enzyme and 100% = no enzyme wells
Mtb BioA inh: blocks M. tuberculosis BioA enzyme activity | purified M. tuberculosis BioA enzyme, plate reader | inhibition, % at 9.99 µM | hit rate 0.096% among 360,000 | AID 602481; in the data active = inhibition above about 40%; inconclusive = no clear call, values can overlap the other calls
FadD28 binding: blocks FadD28 binding to the bisubstrate probe. fluorescence polarization. inhibition, % at 12.5 µM. hit rate 0.22% among 360,000. AID 588549; in the data active = inhibition above about 8.5%, passing the limit was not always enough; inconclusive = no clear call, values can overlap the other calls
DUSP3 inh: inhibitors of human VHR1 phosphatase (DUSP3). hit rate 0.52% among 290,000. P51452. recombinant VHR phosphatase, pNPP absorbance. inhibition, % at 13.3 µM; in the data active = inhibition above about 50%; note: some compounds called inactive have numbers as strong as hits
Target sequence (P51452 whole entry, looked up): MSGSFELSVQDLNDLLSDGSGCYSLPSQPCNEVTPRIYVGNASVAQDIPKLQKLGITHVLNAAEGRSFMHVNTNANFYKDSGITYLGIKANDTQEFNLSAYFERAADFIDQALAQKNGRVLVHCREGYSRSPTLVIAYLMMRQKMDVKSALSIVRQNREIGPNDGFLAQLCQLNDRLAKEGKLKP
* marks the source's active call; other numbers are inactive results; ? = inconclusive; . = no result given. Cut-off read from the data, not from the text of the source, unless noted: active = inhibition above about 30%; inactive = the rest.

item	Molecule	Rv3671c inh	MazF activator	GDH-TPI counter	UGM FP inh	Mtb FBA inh
1	O=C(NN=Cc1ccc(N(CCCl)CCCl)cc1)C(=O)c1c[nH]c2ccccc12	.	-14	43*	.	-2
2	CC1CC(C)CN(CCCNC(=O)CN2C(=O)CSc3ccc(S(=O)(=O)N4CCCCC4)cc32)C1 (stereo not drawn)	-9	-8	-13	1.8	24
3	CC(C)(C)C(=O)Nc1ccccc1N1CCN(C(=O)c2ccc(Cl)cc2)CC1	-1	7	-4	-1.3	-14
4	Cc1ccc(-c2nnc(Nc3ccc4c(c3)OCO4)c3ccccc23)cc1S(=O)(=O)NCCO	2	9	7	-2.1	-3
5	CN(C)S(=O)(=O)n1cc(/C=C(\NC(=O)c2ccccc2)C(=O)N2CCCCC2)c2ccccc21	.	-3	12	.	-1
6	O=C(c1ccccn1)N1CCN(S(=O)(=O)c2cccc(Br)c2)CC1	1	1	-7	2.0	3
7	Cc1ccc(CNC(=O)Nc2ccccc2)cc1	1	6	3	2.3	3
8	Cc1ccc(CSc2nnc(SCC(=O)N/N=C/C=C/c3ccccc3[N+](=O)[O-])s2)cc1	-4	0	10	-0.3	0
9	CCOc1ccc2c(C)c(C(=O)O)oc2c1OCC	-1	-17	4	0.3	156*
10	CON=C1C=C(C)C(=O)C(C)=C1C	.	3	-12	.	-3
11	O=C(NCCC(=O)N1CCN(S(=O)(=O)c2ccccc2F)CC1)Nc1ccccc1	1	12	0	-0.2	-1
12	CCc1ccc(S(=O)(=O)NCc2csc(-c3cccnc3)n2)s1	-1	6	4	1.4	5

item	BoNT-F LC inh	CCHFV vOTU inh	Mtb BioA inh	FadD28 binding	DUSP3 inh
1	-7	29	-4.5	0.4	.
2	6	1	-1.0	-4.0	23
3	-92	12	1.2	-2.7	13
4	2	1	27	-3.9	-7
5	-7	0	-1.6	0.2	.
6	-10	-10	-1.7	-0.8	.
7	.	-1	0.3	1.2	-8
8	-2	-4	.	-2.5	8
9	-14	-39	-0.8	-1.6	17
10	5	-2	0.0	-6.3	.
11	-11	-6	0.0	-1.8	.
12	-14	-4	4.8	-21	18

Additional records:
item	Molecule	Rv3671c inh	MazF activator	GDH-TPI counter	UGM FP inh	Mtb FBA inh
13	Cc1cc(C)n(-c2nc(NCCN(C)C)c3c4c(sc3n2)CCCC4)n1	7	37	8	1.6	1
14	O=C(/C=C/c1ccc(Cl)c([N+](=O)[O-])c1)Nc1cccc(NC(=O)c2ccco2)c1	-45	10	11	-2.4	-1
15	CC(C)[C@H](Nc1nc(-c2ccccc2)nc2c1oc1ccccc12)C(=O)O	-3	-2	5	3.1	1
16	CCOC(=O)CNC(=O)C(CC(C)C)NC(=O)C1CCCCC1 (stereo not drawn)	-6	9	0	-1.5	-3
17	O=C(CN1C(=O)C(=O)N(C2CCCC2)C1=O)NCCc1ccc(Cl)cc1Cl	7	-14	-2	2.3	-2
18	CN(C)c1nc2c(cnn2C)c(=O)[nH]1	.	6	6	.	0
19	COc1ccc(-c2cc(=O)c3cc(OC)ccc3[nH]2)cc1	2	7	3	-0.7	76*
20	COc1ccc(S(=O)(=O)N2CCN(C(=O)C3CC3)CC2)cc1	-4	-7	6	1.4	4
21	CCCn1nc(NC(=O)c2cccs2)c2cc3cccc(C)c3nc21	-14	4	7	6.2	2
22	COC(=O)c1c(NC(=O)CCN2CCOCC2)sc2c1CCCC2	-4	9	3	-0.8	2
23	O=C(c1sccc1Cl)N1CCN(Cc2ccc3c(c2)OCO3)CC1	0	3	1	-2.1	-3
24	O=C(Cc1cccc2ccccc12)OCn1nnc2ccccc2c1=O	-11	5	0	-4.4	0

item	BoNT-F LC inh	CCHFV vOTU inh	Mtb BioA inh	FadD28 binding	DUSP3 inh
13	-12	7	.	-2.1	9
14	-2	1	.	1.3	-2
15	-3	2	1.7	-14	29
16	1	-3	-0.1	-2.2	33
17	-2	9	-0.1	-3.3	.
18	0	-10	-0.1	0.0	.
19	-4	.	-0.7	-1.2	0
20	20	-6	-0.2	-0.1	16
21	-2	-20	-1.6	-1.2	-13
22	-4	3	-1.2	-2.7	-6
23	?	-4	-0.3	-3.1	1
24	-6	8	-0.8	-1.3	7

(more compounds)
item	Molecule	Rv3671c inh	MazF activator	GDH-TPI counter	UGM FP inh	Mtb FBA inh
25	Cc1cc2nc(-c3ccc(SCC(=O)N4CCc5ccccc54)nc3)[nH]c2cc1C	-4	-14	13	-0.4	15
26	CCOc1ccc(-n2c(=O)c3c4c(sc3n(CC(=O)NCc3ccco3)c2=O)CCC4)cc1	-32	0	6	-0.2	3
27	COc1ccc(C(=O)N(C)C(C)c2ccon2)cc1OC1CCN(C(C)C)CC1 (stereo not drawn)	1	5	2	3.0	4
28	COc1ccc(C2/C=C\CN(CC(C)C)CC(=O)N2Cc2ccc(F)cc2)cc1 (stereo not drawn)	-5	-1	-9	-0.4	-2
29	CC(C)(C)C(=O)NCCc1nc(-c2ccccc2)no1	-6	8	2	-0.8	3
30	CCOc1ccc(NC(=O)CCN2CCCCC2)cc1	4	-5	6	-0.3	1
31	COc1ccc(-n2c(C)cc(/C=C3/SC(=O)N(CC(=O)N4CCOCC4)C3=O)c2C)cc1	4	-2	3	0.1	-1
32	Cc1cc(=O)oc2cc(OC(C)C(=O)N3CCOCC3)c(Cl)cc12 (stereo not drawn)	.	5	28	.	24
33	Cc1nnc(Sc2cc(C(=O)NC3CC3)c3ccccc3n2)s1	-3	5	14	2.5	1
34	COC(=O)c1ccc(-c2nc(CN3CCCN(C(=O)c4ccco4)CC3)c(C)o2)cc1	-3	0	4	2.1	11
35	CCOC(=O)N1CCN(S(=O)(=O)c2ccc(C(=O)Nc3nnc(C4CC4)o3)cc2)CC1	-10	3	3	2.2	-1
36	Cc1cc(O)ccc1-c1cc(C(=O)NCc2ccc(F)cc2)[nH]n1	.	.	15	.	1

item	BoNT-F LC inh	CCHFV vOTU inh	Mtb BioA inh	FadD28 binding	DUSP3 inh
25	2	.	-0.7	-4.9	19
26	-14	2	1.3	-4.5	21
27	-2	22	0.2	0.0	-25
28	-1	1	-0.9	-0.8	15
29	5	-13	-0.4	0.5	.
30	-15	-2	-2.1	-2.7	22
31	-2	6	.	-3.1	-8
32	-7	-8	-0.5	-2.7	.
33	0	0	-2.8	-0.5	33
34	-4	-7	0.1	.	2
35	-26	-7	.	-0.7	3
36	3	-1	-2.0	1.4	.

(listing goes on)
item	Molecule	Rv3671c inh	MazF activator	GDH-TPI counter	UGM FP inh	Mtb FBA inh
37	CC12CN3CCN(CC(C3)C1(O)CN1CCCCC1)C2 (stereo not drawn)	3	2	-4	1.1	4
38	Cc1n[nH]c(=S)n1/N=C/c1cccc(OCc2ccccc2)c1	5	6	-6	-0.4	-1
39	O=C(Nc1cccc2ccccc12)c1cnccn1	-1	6	13	-2.7	-1
40	COc1ccc(S(=O)(=O)NC(C)c2ccc3c(c2)OCCO3)cc1 (stereo not drawn)	.	4	3	.	1
41	CC(=O)N1CC(=O)N(c2ccccc2)C1=O	-6	7	-12	1.5	3
42	COc1ccccc1CN1[C@@H](CC(=O)O)c2ccccc2S1(=O)=O	-1	3	-3	-0.4	-2
43	CCOCCCNC(=O)C1CC(=O)N(CCc2ccc(C)cc2)C1 (stereo not drawn)	4	3	-10	-0.7	1
44	COc1cccc2c1OCC/C2=N\NC(=O)C(C)Oc1ccc([N+](=O)[O-])cc1 (stereo not drawn)	0	11	-7	0.5	0
45	Cc1cc(NC(=O)CSc2nnc(C3COc4ccccc4O3)n2N)no1 (stereo not drawn)	-8	2	-1	2.5	-3
46	O=C(CCC1CCCC1)NNC(=O)c1cccc(Cl)c1	-9	-6	3	1.6	0
47	CCCCn1c(SCC(=O)Nc2ccc(OC)cc2)nc2ccc(N3CCOCC3)cc2c1=O	-2	-2	9	2.6	6
48	CC(=O)Nc1ccc(-c2csc(Nc3cc(C)ccn3)n2)cc1	-1	13	7	-0.8	-2

item	BoNT-F LC inh	CCHFV vOTU inh	Mtb BioA inh	FadD28 binding	DUSP3 inh
37	-4	12	1.5	-4.0	4
38	-7	2	.	-2.5	26
39	4	-10	.	0.2	2
40	6	-3	-0.9	-1.8	.
41	-22	5	-0.6	-3.5	2
42	-6	-9	-0.5	-3.2	.
43	-16	-9	-0.6	1.6	-36
44	0	2	.	-3.5	-7
45	-8	22	4.5	-2.1	-11
46	-12	9	-4.4	-2.3	19
47	6	1	0.1	-0.5	-9
48	-2	-4	0.3	0.0	12

(listing goes on)
item	Molecule	Rv3671c inh	MazF activator	GDH-TPI counter	UGM FP inh	Mtb FBA inh
49	CCOC(=O)C1(C)/C(=N/Nc2ccccc2)C(=O)C(=O)N1c1ccccc1 (stereo not drawn)	7	-15	5	0.4	-8
50	CCOC(=O)c1cn2ccc(C)cc2n1	3	4	-3	1.7	5
51	C=C(C)C1CCC(C)=C1COC(=O)Nc1ccccc1 (stereo not drawn)	-12	0	5	-0.6	-2
52	Cc1ccc(COC(=O)c2cc([N+](=O)[O-])ccc2N2CCOCC2)cc1	1	.	1	-3.3	-2
53	CC(C)Nc1cc(C(F)(F)F)nc(-c2ccccn2)n1	3	0	-11	-2.3	1
54	Cc1ccc(S(=O)(=O)N2CCCCC2CCNC(=O)C(=O)NCc2ccccc2C)cc1 (stereo not drawn)	-4	-3	-7	0.5	1
55	Cc1cc(-c2ccccc2)nc(N/N=C/c2ccc(O)cc2)n1	.	6	26	.	-3
56	Cn1cc(C(=O)N/N=C/c2ccc(Br)c([N+](=O)[O-])c2)c2ccccc21	4	8	-1	0.5	-1
57	O=C(NNC(=S)NC(=O)c1cccnc1)c1ccccc1	19	5	9	1.7	2
58	C/C(=N\NC(=O)c1nnn(-c2nonc2N)c1-c1ccc(Cl)c(Cl)c1)c1ccncc1	-4	15	0	-3.4	2
59	CCc1ccc(OCC(=O)c2c(O)c3ccccc3oc2=O)cc1	9	-7	5	-2.9	9
60	Cc1ccc(NC(=O)CCC(=O)c2cccs2)cc1F	-3	10	5	3.6	-1
61	CCN(CC)C(CNC(=O)CSc1nnnn1-c1c(C)cccc1C)c1ccco1 (stereo not drawn)	.	7	-15	.	3
62	CC(=O)N1CN(Cc2ccccn2)Cc2c1sc1c2CCCC1	9	-1	5	1.0	4
63	COc1ccc(-n2ncc3c(NCc4cccnc4)ncnc32)cc1	-4	7	-3	-4.3	8

item	BoNT-F LC inh	CCHFV vOTU inh	Mtb BioA inh	FadD28 binding	DUSP3 inh
49	8	8	-0.2	0.6	-10
50	-6	-5	.	0.0	1
51	-5	-2	2.0	-2.3	34
52	-8	23	-0.3	-4.1	41
53	-5	-6	-1.8	-1.7	35
54	-8	4	-0.6	-3.6	.
55	2	16	0.8	-0.6	.
56	?	3	0.8	-4.5	-16
57	-6	-9	-0.8	0.8	34
58	-2	7	1.5	0.3	24
59	-3	1	.	-2.0	16
60	-1	-3	-1.0	-2.1	-22
61	1	19	0.0	-1.1	.
62	-18	22	2.1	-1.2	29
63	-21	-15	3.6	.	-6

Some of these compounds in order of number of heavy atoms, descending:
item	Molecule	Rv3671c inh	MazF activator	GDH-TPI counter	UGM FP inh	Mtb FBA inh
56	Cn1cc(C(=O)N/N=C/c2ccc(Br)c([N+](=O)[O-])c2)c2ccccc21	4	8	-1	0.5	-1
62	CC(=O)N1CN(Cc2ccccn2)Cc2c1sc1c2CCCC1	9	-1	5	1.0	4
50	CCOC(=O)c1cn2ccc(C)cc2n1	3	4	-3	1.7	5

item	BoNT-F LC inh	CCHFV vOTU inh	Mtb BioA inh	FadD28 binding	DUSP3 inh
56	?	3	0.8	-4.5	-16
62	-18	22	2.1	-1.2	29
50	-6	-5	.	0.0	1

2 entries from above, screen by screen.
[45] Cc1cc(NC(=O)CSc2nnc(C3COc4ccccc4O3)n2N)no1 (stereo not drawn)
[46] O=C(CCC1CCCC1)NNC(=O)c1cccc(Cl)c1

Screen / compound no.,45,46
Rv3671c inh,-8,-9
MazF activator,2,-6
GDH-TPI counter,-1,3
UGM FP inh,2.5,1.6
Mtb FBA inh,-3,0
BoNT-F LC inh,-8,-12
CCHFV vOTU inh,22,9
Mtb BioA inh,4.5,-4.4
FadD28 binding,-2.1,-2.3
DUSP3 inh,-11,19

Screens (PubChem BioAssay)
